# hcGAS lum – human cGAS inhibition | recombinant h-cGAS, ATP depletion, Kinase-Glo luminescence | AID 1259398 | Q8N884 | inhibition, % at 12.5 µM | 290,000 compounds, 0.081% hits;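 further: 0% = vehicle reaction and 100% = reaction without DNA for no activity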
# Target sequence (Q8N884 whole entry, looked up): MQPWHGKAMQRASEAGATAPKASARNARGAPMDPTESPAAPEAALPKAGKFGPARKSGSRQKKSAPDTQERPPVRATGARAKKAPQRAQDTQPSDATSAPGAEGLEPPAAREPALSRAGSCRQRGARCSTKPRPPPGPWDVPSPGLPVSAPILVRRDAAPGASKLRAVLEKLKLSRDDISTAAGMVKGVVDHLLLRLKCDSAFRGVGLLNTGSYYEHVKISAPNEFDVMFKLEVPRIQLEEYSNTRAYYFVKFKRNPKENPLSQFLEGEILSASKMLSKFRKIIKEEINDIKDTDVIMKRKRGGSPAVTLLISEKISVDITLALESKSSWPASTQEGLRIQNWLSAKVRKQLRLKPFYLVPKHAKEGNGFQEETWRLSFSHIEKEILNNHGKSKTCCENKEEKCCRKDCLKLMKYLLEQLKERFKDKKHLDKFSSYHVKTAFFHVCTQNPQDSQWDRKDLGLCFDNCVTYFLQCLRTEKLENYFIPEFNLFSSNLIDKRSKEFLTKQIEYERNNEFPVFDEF
# NPYLR7 ag – activates Aedes aegypti NPYLR7 receptor. 270,000 compounds, 0.15% hits. HEK293T NPYLR7/Galpha15, GCaMP6s calcium fluorescence. activation, % at 10 µM; in the data active means activation above about 40%;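 further: 0% = vehicle and 100% = reference agonist at the receptor; some compounds past the cut are filed as inactive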
# mcGAS inh – mouse cGAS inhibition by luminescence; recombinant cGAS, Kinase-Glo ATP depletion luminescence; Q8C6L5; inhibition, % at 12.5 µM; 160,000 compounds, 0.15% hits;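 further: 0% = negative control wells and 100% = reference inhibitor with no enzyme activity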
# Active calls of the source: *; / = not tested or not shown. Unless noted, no stated cut-off is given here; in the data, active means inhibition above about 40%; inactive means the rest.
1. Cc1ccc(-c2nc3scc(CCNS(=O)(=O)c4ccc(F)c(C(F)(F)F)c4)n3n2)cc1
2. CC(C)COC(=O)N1CCn2c(nnc2C(=O)NC(C)C)C1
3. Cc1cc(C(=O)CSc2n[nH]c(N)n2)c(C)n1C1CC1
4. Cc1ccc(OCC(=O)N2CCCn3cncc3C2)cc1C
5. CCOCCOC(=O)C1=C(C)NC2(O)c3ccccc3C(=O)C12O (configuration not stated)
6. CCc1ccc(C(O)c2ncc(-c3cccc(C)c3)[nH]2)cc1 (configuration not stated)
compound no.	1	2	3	4	5	6
hcGAS lum	-5	-7	-10	-4	0	-9
NPYLR7 ag	-16	7	-3	27	-1	2
mcGAS inh	-6	/	-6	-18	-2	/

7. O=C1CN(S(=O)(=O)c2ccc(Cl)cc2C(F)(F)F)CCN1
8. COC(=O)c1ccc(CSc2nnc(-c3cccnc3)n2-c2cccc(Cl)c2)o1
9. Cc1cc(C(=O)N2CCN3CCNC(=O)C3C2)ccc1N1CCOCC1 (configuration not stated)
10. O=c1oc2cc(O)ccc2c2c1CCCCC2
11. COc1cc(-c2nccn2Cc2ccccc2Cl)cc(OC)c1O
12. COCCOC(C)C(=O)NS(=O)(=O)CCS(=O)(=O)c1ccc(F)cc1 (configuration not stated)
compound no.	7	8	9	10	11	12
hcGAS lum	-6	-2	-11	-8	-8	-8
NPYLR7 ag	10	/	8	0	-3	4
mcGAS inh	-6	-5	/	-4	/	/

13. Cc1csc(=O)n1CC(=O)OCc1cc(Cl)c2c(c1)OCO2
14. O=C(COc1ccc(F)cc1)NCCc1ccc(OC(F)F)cc1
15. O=C1CCCN1C(=O)CSc1nnc(COc2ccc(Cl)cc2)n1Cc1ccco1
16. Cc1cccc2c1OCC/C(=C\c1cc(Cl)c3c(c1)OCO3)C2=O
17. O=C(NCCO)C12CC3CC(CC(C3)C1)C2
18. CCOC(=O)N1CCN(C(c2ccc(Cl)cc2)C2Sc3nc(-c4ccco4)nn3C2=O)CC1 (configuration not stated)
compound no.	13	14	15	16	17	18
hcGAS lum	-2	-1	-6	4	-6	-3
NPYLR7 ag	-1	1	5	-2	8	-4
mcGAS inh	-5	-4	-7	1	-6	-6

19. CC(=O)Nc1ccc2nc(CN3CCN(CCC(C)C)C(CCO)C3)ccc2c1 (configuration not stated)
20. Cc1cccc(N2CC(O)Cn3c2nc2c3c(=O)n(CCN3CCCCC3)c(=O)n2C)c1 (configuration not stated)
21. CCC1CN(C(=O)COc2cccnc2)CCC(=O)N1Cc1ccccc1 (configuration not stated)
22. O=C(Cn1cc(SCc2ccccc2)c2ccccc21)N1CCCC1
23. CCOC(=O)CNC(=O)CSc1ncnc2c1nnn2-c1ccc(F)cc1
24. CCOC(=O)C1=C(O)/C(=C\c2cc(O)c(OC)c(OC)c2)SC1=Nc1cccc(Cl)c1
compound no.	19	20	21	22	23	24
hcGAS lum	2	-3	-6	-10	-1	-5
NPYLR7 ag	2	3	0	-5	3	8
mcGAS inh	/	-6	-15	-7	-2	-4

25. Cc1ccc(Cn2c(=O)c3c(nc4n(CCO)c(C)cn34)n(C)c2=O)cc1
26. COc1ccc(N2CC(NC(=O)N3CCCCC3CCO)CC2=O)cc1 (configuration not stated)
27. Cc1ccccc1Cn1c(=O)c2c(nc3n(CC4CCCO4)c(C)c(C)n23)n(C)c1=O (configuration not stated)
28. CC(COc1ccccc1)N1CCC(CO)(Cc2ccccc2)CC1 (configuration not stated)
29. O=C(NCCNc1nc(-c2cccs2)nc2ccccc12)c1ccccc1Cl
30. O=C(COC(=O)c1cc(=O)[nH]c2ccccc12)Nc1ccc2c(c1)OCCCO2
compound no.	25	26	27	28	29	30
hcGAS lum	5	-4	-3	1	11	2
NPYLR7 ag	-1	8	16	6	2	-5
mcGAS inh	/	-6	/	/	-5	/

31. Cc1ccc(Cl)c(Oc2cc(N3CCN(S(=O)(=O)c4ccc(Cl)cc4)C(C)C3)ncn2)c1 (configuration not stated)
32. Cc1ccc(-c2cn3cccnc3n2)cc1NC(=O)C(C)(C)C
33. O=C(CC1(c2cccc(F)c2)CC(=O)N(C2CCCC2)C1=O)N1CCC(C(O)c2cccs2)CC1 (configuration not stated)
34. CONC(=O)c1cn(Cc2ccc(C)cc2)nc1-c1ccc(C)cc1
35. Cc1cc(C)c(-c2ccc(=O)n(CC(N)=O)n2)cc1C
36. CCc1cccc(NC(=O)CSc2nccn3nc(-c4ccc(F)cc4)cc23)c1
compound no.	31	32	33	34	35	36
hcGAS lum	-1	-2	-6	3	5	-6
NPYLR7 ag	-17	6	1	2	7	-2
mcGAS inh	-2	/	-11	/	/	-5

37. CN1CC2(C)CN(C(=O)c3ccccc3Cl)CC(C)(C1)C2
38. CCOc1ccc(NC(=O)c2c(NC(=O)c3ccc([N+](=O)[O-])cc3)sc3c2CCCC3)cc1
39. O=C(C1CCOC1)N1CCN(S(=O)(=O)c2ccccc2)CC1 (configuration not stated)
40. CC(C)Cc1ncc2c(n1)CN(C(=O)C1CC(=O)c3ccccc31)C2 (configuration not stated)
41. N#Cc1cnn(-c2ccc(NC(=O)CC3CCCCC3)cc2)c1N
42. CC1CCCCN1C(=O)CN1CCN(C(=O)c2ccc(C3SCCS3)cc2)CC1 (configuration not stated)
compound no.	37	38	39	40	41	42
hcGAS lum	-4	-7	-2	-6	-12	1
NPYLR7 ag	-1	7	1	1	0	0
mcGAS inh	/	-5	/	-23	/	/

43. Cc1cc(=O)n2ncn(Cc3ccccc3)c2n1
44. COC(=O)Cn1c(=NC(=O)c2cc(C)no2)sc2cc(F)ccc21
45. CCS(=O)(=O)Oc1ccccc1CN(C(=O)c1cccs1)C(C)C
46. Cc1sc2nc(C3CC3)nc(N3CCN(C(=O)c4ccco4)CC3)c2c1C
47. Cc1ccc2sc(N(Cc3ccccc3)C(=O)C3CCCN3S(C)(=O)=O)nc2c1C (configuration not stated)
48. O=C(NCCOc1ccc2nnc(-c3cccc(F)c3)n2n1)Nc1ccccc1F
compound no.	43	44	45	46	47	48
hcGAS lum	-10	-7	-3	-5	-3	-4
NPYLR7 ag	4	7	/	-13	-3	2
mcGAS inh	-7	-12	-8	-3	/	-7

# Single records (already shown). Values in the order: hcGAS lum	NPYLR7 ag	mcGAS inh
# COC(=O)Cn1c(=NC(=O)c2cc(C)no2)sc2cc(F)ccc21 reads -7	7	-12
# O=C(NCCOc1ccc2nnc(-c3cccc(F)c3)n2n1)Nc1ccccc1F reads -4	2	-7
# Cc1sc2nc(C3CC3)nc(N3CCN(C(=O)c4ccco4)CC3)c2c1C reads -5	-13	-3

# Given with two lines to a compound: entries from further up.
# Every second line gives: hcGAS lum | NPYLR7 ag | mcGAS inh
[45] CCS(=O)(=O)Oc1ccccc1CN(C(=O)c1cccs1)C(C)C
 : -3 | / | -8
[46] Cc1sc2nc(C3CC3)nc(N3CCN(C(=O)c4ccco4)CC3)c2c1C
 : -5 | -13 | -3

# The listing continues.
49. CC1CCCC(C)N1C(=O)CN1C(=O)c2ccccc2C1=O (configuration not stated)
50. CSc1ccccc1C(=O)NC(C)c1cnn(-c2cccc3ccccc23)c1C (configuration not stated)
51. CC1(c2cc(C(=O)N3CCC4(CCNC4=O)CC3)c3ccccc3n2)CC1
52. COc1ccc2[nH]c3c(c2c1)CCN(C(=O)/C=C/c1ccccc1Cl)C3COCc1ccccc1 (configuration not stated)
53. COc1cc(OC)c(C=NN2CCN(C3c4ccccc4-c4ccccc43)CC2)c(OC)c1
54. C=CCOC(=O)C1C(C)=Nc2nc(SCCC)[nH]c(=O)c2C1c1ccc(C(=O)OC)cc1 (configuration not stated)
compound no.	49	50	51	52	53	54
hcGAS lum	-4	-10	1	-3	-7	-5
NPYLR7 ag	-1	6	8	1	4	1
mcGAS inh	-6	/	/	-7	-4	-8

55. Cc1nc(C)c(CC(=O)N2CCCC(c3[nH]ncc3-c3ccccc3)C2)c(=O)[nH]1 (configuration not stated)
56. CCOC(=O)C(C)n1cnc2c1c(=O)n(CCOC)c(=O)n2-c1ccccc1OC (configuration not stated)
57. CN1CCCC1CCNC(=O)C1(Oc2ccc3ncccc3c2)CCNCC1 (configuration not stated)
58. CSCCC(=O)N1CCC(n2c(=O)oc3c(C)cc(C)cc32)CC1
59. CCCCOc1ccc(S(=O)(=O)NCc2ccc3c(c2)OCO3)cc1
60. COCCN(Cc1cccn1Cc1ccccc1)C(=O)CN(CCC(C)C)C(=O)c1cccc(Br)c1
compound no.	55	56	57	58	59	60
hcGAS lum	-3	-6	-5	-9	-7	6
NPYLR7 ag	17	/	3	4	-3	-11
mcGAS inh	/	-5	/	-6	/	2

61. COc1ccccc1N1CCN(Cc2cccc(C(C)=O)c2)C(C)C1 (configuration not stated)
62. CNc1nc(Nc2ccc(C)c(C)c2)c2nccnc2n1
63. CCC(C(=O)N1CCN(C(=O)c2ccco2)CC1)n1nc(C)n2c(cc3occc32)c1=O (configuration not stated)
64. CN(Cc1ccncn1)C(=O)C1CCCN(c2nc(-c3ccccc3)nc3c2CCC3)C1 (configuration not stated)
65. O=C(CNCCS(=O)(=O)N1CCCC1)NC1CCCCCCC1
66. Cc1cccc(CNC(=O)Cc2c(C)nc(-c3ncccn3)[nH]c2=O)c1
compound no.	61	62	63	64	65	66
hcGAS lum	-3	-1	3	-11	-1	-5
NPYLR7 ag	1	2	-4	10	2	7
mcGAS inh	-9	/	1	/	/	/

67. O=C(Nc1ccnn1C1CCCCC1)c1cc(Cl)c2c(c1)OCO2
68. Cc1cc(C)c2c(=O)n(-c3ccccc3)[nH]c2n1
69. COc1ccc(C2c3ccsc3CCN2C(=O)CN(C(=O)c2ccco2)C(C)(C)C)cc1 (configuration not stated)
70. CC(=O)OC1CCC2C3CCc4cc(O)ccc4C3CCC12C (configuration not stated)
71. CNC(=O)Cn1c2c(c3ccccc31)C[C@H]1C[C@@H]2[C@@H](OC)CN1C(=O)Cc1cccs1
72. Cc1ccc(-c2nc(CN3CCCCC3CCn3cccn3)c(C)o2)s1 (configuration not stated)
compound no.	67	68	69	70	71	72
hcGAS lum	-8	-8	-9	7	-1	0
NPYLR7 ag	-3	-1	13	-18	-5	11
mcGAS inh	/	/	-5	/	2	-15

73. COc1ccc(C)cc1S(=O)(=O)Nc1ccc(-c2cn3ccc(C)nc3n2)cc1
74. C=CCCC(=O)N1CCC(OCC(=O)OCC)c2ccccc2N(C)C(=O)C1 (configuration not stated)
75. O=C(O)CSc1nn(-c2ccc(F)cc2)c(=S)s1
76. CNC(=O)c1[nH]nc2c1C(Cc1ccccc1)CC(=O)N2 (configuration not stated)
77. Cc1cnc(C(=O)NCC23CC4CC(CC(C4)C2)C3)cn1
78. O=c1oc2c(Cl)cc(Cl)cc2cc1-c1nnc(-c2ccc([N+](=O)[O-])cc2)o1
compound no.	73	74	75	76	77	78
hcGAS lum	-8	1	-7	-1	-4	-2
NPYLR7 ag	1	7	18	-6	0	-3
mcGAS inh	/	-6	/	-1	0	-9

79. Cc1ccc(C(=O)N2CCC3(CC2)C(=O)N(CC(=O)NCCc2ccc(Cl)cc2Cl)CN3c2ccccc2)cc1[N+](=O)[O-]
80. COc1ccc(Cc2nnc(SCC(=O)N(c3ccccc3)C(C)C)[nH]c2=O)cc1
81. O=C(NCCn1ncc2c(N3CCCCC3)ncnc21)C1CCCC1
82. CC(=O)c1ccc(Nc2nc(-c3ccccc3)c3cc(Cl)ccc3n2)cc1
83. Cc1ccccc1OCC(=O)Nn1cnc2c(cnn2-c2ccccc2)c1=O
84. CCCCCCCOc1ccc(C(=O)N2CCC(c3cn(C)c4ccc(C)cc34)CC2)cc1
compound no.	79	80	81	82	83	84
hcGAS lum	-6	-3	-11	-10	-7	2
NPYLR7 ag	21	-9	0	-3	4	0
mcGAS inh	-6	-9	-7	-5	/	0

85. CCN1CCN(C(c2cccs2)C(C)NC(=O)c2cc(OC)c(OC)c(OC)c2)CC1 (configuration not stated)
86. C=CCNC(=O)C(=Cc1ccccc1)NC(=O)c1ccccc1
87. Cc1nccn1CCC(=O)NCc1cnn2ccccc12
88. O=C(CC(NCCC1=CCCCC1)C(=O)O)Nc1ccc(OC(F)F)cc1 (configuration not stated)
89. Cc1nc(CNC2(c3ccc(Br)cc3)CCC2)oc1C
90. Cc1cnc(C(=O)OCC(=O)N(C)C2(C#N)CCC(C)CC2)cn1 (configuration not stated)
compound no.	85	86	87	88	89	90
hcGAS lum	-5	-5	-4	-5	-9	-1
NPYLR7 ag	12	3	-2	0	1	3
mcGAS inh	-6	-7	-9	-7	-5	/

91. CC(OC(=O)c1sccc1S(N)(=O)=O)C(=O)Nc1ccc(F)c(Cl)c1 (configuration not stated)
92. C=CCN(CC=C)C(=O)CSc1nnc(-c2ccco2)n1-c1cccc(C(F)(F)F)c1
93. COc1ccc(C(C)C)cc1-c1cnc(NC(C)=O)cn1
94. Cc1cccc(N2CCC(NCCc3nnc(N)s3)CC2)c1C
95. C=CCN(Cc1nccn1Cc1ccccc1)C(=O)NC(C)C
96. Clc1ccc(Cl)c2sc(N3CCCC3)nc12
97. CCc1ccccc1OCCCN(C)C(=O)c1cnc2cccc(C)n2c1=O
compound no.	91	92	93	94	95	96	97
hcGAS lum	3	-9	-14	-3	7	-4	-2
NPYLR7 ag	10	/	5	1	9	4	-9
mcGAS inh	/	-6	/	/	-2	-1	-14

# Screening results: PubChem, Fisher Drug Discovery Resource Center
